# High-throughput results (PubChem BioAssay)
# Pf apPOL inh: Pf-apPOL DNA polymerase inhibition | inhibition, % at 10 µM | AID 1794808 | Recombinant Pf-apPOL, molecular beacon fluorescence, 1.5 h | hit rate 0.25% among 210,000
# mHTT CaM bind: disrupts binding of mutant huntingtin to calmodulin; P42858; AlphaScreen His-mHTT/GST-CaM binding, luminescence; inhibition, % at 15 µM; hit rate 3.6% among 190,000; AID 1671202;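 further: 0% = both proteins with DMSO and 100% = one protein alone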
# Active calls of the source: *; i = inactive; . = no result given; & = joins results of further samples. No stated cut-off is given here; in the data, active means inhibition above about 50%; inactive means the rest. No enrichment for hits. About 3.6% of those tested had a hit in this group.
# Second line of a record: Pf apPOL inh, mHTT CaM bind
> Cc1ccc(CNC(=O)C2CCCN(C(=O)c3cccc(C(F)(F)F)c3)C2)cc1 (centres undefined)
  10.9, 32.0
> CCS(=O)(=O)N1CCC(c2noc(-c3ccccc3)n2)CC1
  -0.7, 1.5
> O=C(Cc1csc(SCC(=O)c2cccs2)n1)NCc1ccco1
  1.6, 10.0
> O=C1/C(=C/c2cc([N+](=O)[O-])cc(Br)c2O)Sc2ccccc21
  -6.9, 89.0*
> O=C(c1ccc(C(=O)N2CCCc3ccccc32)nc1)N1CCCc2ccccc21
  14.4, 2.2
> Cc1cccc(CN2CCCn3nc(C(=O)NCc4cccc(F)c4)cc3C2=O)c1
  -2.7, -0.7
> O=C1CC(=O)N2C=CC=CC2=N1
  -0.8, .
> COc1cccc(CC(=O)N2CCc3[nH]ncc3C2)c1
  -6.5, 0.9
> COC(=O)c1ccc(NC(=O)C2Oc3ccccc3NC2=O)cc1 (centres undefined)
  -1.3, 32.2
> O=C(CSc1nnc(-c2cccnc2)o1)N1CCCC1
  -3.0, -8.4
> CCCc1noc2c1C(c1ccoc1)C(C#N)=C(N)N2 (centres undefined)
  -4.8, 4.0
> Cc1ccc(S(=O)(=O)Nc2ccccc2C(=O)NN)cc1
  -2.8, 5.3
> Cc1cccc(N2CC(C(=O)NCCc3cccs3)CC2=O)c1 (centres undefined)
  -3.2, -0.3
> CC(CNCC1CCCO1)COc1ccc(Cl)cc1 (centres undefined)
  -1.2, -3.8
> COc1ccc(C2=CC(c3ccc(OC)cc3)n3nnnc3N2)cc1 (centres undefined)
  -5.7, 1.0
> CCOc1cccc(N2CCN(C(=O)C3CCC3)C(C)C2=O)c1 (centres undefined)
  -4.5, 3.6
> CCCCc1ccc(NC(=O)CSc2nc3c(c(=O)n2C)SC(C)C3)cc1 (centres undefined)
  -5.9, 28.0
> CC1CCCC(NC(=O)c2cccn3c(=O)c4cc(Cl)ccc4nc23)C1C (centres undefined)
  -10.2, -28.0
> O=C(C1CCCN(Cc2ccc3c(c2)OCO3)C1)N1CCCC1 (centres undefined)
  -9.8&-2.7, -1.0&4.0
> COc1ccccc1Oc1c(C)oc2c(CN3CCCCC3)c(O)ccc2c1=O
  -2.5, -1.5

# (listing goes on)
# Second line of a record: Pf apPOL inh, mHTT CaM bind
> CCOc1ccc(C(=O)Nc2ccc(NC(=O)c3cccc(C)c3)cc2)cc1
  0.1, 3.1
> COc1ccc(CNC(=O)N2CC(C)C(c3nc(-c4cccnc4)no3)C2)cc1 (centres undefined)
  8.6, 5.5
> CC1=NN(c2cccc(Br)c2)C(=O)/C1=C/c1ccc(-c2cccc([N+](=O)[O-])c2)o1
  -5.1, 6.0
> CCOc1ccc(-c2nc3cc(N=Cc4ccccc4O)ccc3o2)cc1
  0.7, 2.0
> COc1ccc(NC(=O)c2c(-c3ccccc3Cl)noc2C)cc1Cl
  -4.2&-3.1, -15.0&-5.4
> CCN(CCN(C)C)S(=O)(=O)c1cc(Br)cc2c1N(C(C)=O)CC2
  -3.4, 1.0
> CCOc1ncccc1C(=O)NCc1cc(-c2ccc3c(c2)OCCO3)on1
  -2.6, -1.4
> Cc1ccc(NS(=O)(=O)c2cc3n(c2)CCCNC3=O)c(C)c1
  4.6, -4.3
> Cc1ccnc(NS(=O)(=O)c2ccc(NC(=O)/C=C/c3ccccc3Cl)cc2)n1
  -1.8, 12.0
> Cn1c(SCc2cccc(C(N)=NOC(=O)Nc3ccc(Cl)cc3)c2)nnc1C(F)(F)F
  -5.0, .
> Nc1sc2ccccc2[n+]1C(=O)OCc1ccccc1
  ., -2.0
> O=C1OC(c2ccco2)=N/C1=C/c1cccc(Cl)c1Cl
  -3.0, 0.0
> CC(=O)N1CCCn2nc(-c3cccnc3)cc2C1
  -4.3, -0.7
> COc1nccnc1N1CCC(NC(=O)c2nccc3ccccc23)C1 (centres undefined)
  -4.3, 4.0
> CCCc1nnsc1C(=O)NCC1CCN(C(=O)Nc2ccc(F)cc2)CC1
  0.1, 3.7
> O=C(NCC(c1cccs1)N1CCc2ccccc2C1)c1c(F)cccc1Cl (centres undefined)
  -0.6, -12.0
> CS(=O)(=O)N1CCC(C(=O)Nc2nc(-c3ccc(Cl)s3)cs2)CC1
  -10.3, -3.2
> COc1ccc(Cl)cc1NC(=O)Cn1nc(C(F)(F)F)cc1C
  1.2, -14.0
> O=C(Nc1ccc2c(c1)OCO2)OCCCl
  ., 0.1
> COc1cccc(-c2cc(C(=O)N3CCCC3c3ccccc3C)on2)c1 (centres undefined)
  -4.4, 6.3

# Structures from the list above with an aryl thioether with sulfur outside any ring:
# Second line of a record: Pf apPOL inh, mHTT CaM bind
> O=C(Cc1csc(SCC(=O)c2cccs2)n1)NCc1ccco1
  1.6, 10.0
> O=C(CSc1nnc(-c2cccnc2)o1)N1CCCC1
  -3.0, -8.4
> CCCCc1ccc(NC(=O)CSc2nc3c(c(=O)n2C)SC(C)C3)cc1 (centres undefined)
  -5.9, 28.0
> Cn1c(SCc2cccc(C(N)=NOC(=O)Nc3ccc(Cl)cc3)c2)nnc1C(F)(F)F
  -5.0, .

# Going on with the list:
# Second line of a record: Pf apPOL inh, mHTT CaM bind
> Cc1cccc(NC(=O)c2cc3ccccc3s2)c1C(=O)O
  3.6&5.6, .
> COc1cc(NC(=O)N2c3ccccc3Sc3ccccc32)cc(OC)c1
  -7.5, 1.4
> O=C1CC(N2CCN(CCO)CC2)C(=O)N1c1ccccc1 (centres undefined)
  -5.6, -7.1
> O=C(Cc1ccccc1)N1CCC(C(=O)N2CCN(c3ccccc3)CC2)CC1
  -6.8, 1.9
> CCCC(=O)Nc1ccc2c(c1)Sc1ncccc1C(=O)N2CC
  -0.8, -5.3
> C[N+]1(CC(O)COC23CC4CC(CC(C4)C2)C3)CCCCC1 (centres undefined)
  -0.7, 2.8
> CCOc1ccc(CN2CCc3nc(Nc4ccc(OC)cc4)ncc3C2)cc1OC
  -5.3, 20.0
> O=C(c1ccc(F)cc1)N1CCC(CCNS(=O)(=O)c2cccc3cccnc23)CC1
  -4.3, 44.6
> COc1ccccc1CC(=O)O/N=C(\N)c1ccccn1
  -8.2, i
> COc1cc2c(C(=O)N3CCN(Cc4ccccc4)CC3)cn(C)c(=O)c2cc1OC
  -9.7, 4.0
> Cc1c(CN2CCOCC2)nnn1-c1ccccc1
  5.7, -3.0
> Cc1nc2c(C)cccn2c(=O)c1NC(=O)CC(c1ccccc1)c1ccccc1
  -6.2, -2.6
> Cc1ccc(NC(=O)Cn2nc(N3CCCC(C)C3)c3ccccc3c2=O)cc1C (centres undefined)
  9.8, 13.3
> COc1ccccc1-n1cnc2cc(C(=O)NCC(OC)OC)ccc21
  -3.7, -3.0
> COc1ccc([C@H]2C[C@@H](n3cc(COC(=O)c4ccccc4)nn3)[C@H](O)CN2C(=O)c2cccs2)cc1
  -0.3, 23.6
> COc1ccc(C(=O)N/C(=C/c2ccc3c(c2)OCO3)C(=O)NCCCCCC(=O)O)cc1
  -1.5, -6.0
> COc1ccc(-c2nc3cccnc3n2C2CCN(C(=O)CCc3ccccc3)C2)cc1 (centres undefined)
  -1.4, 86.4*
> O=c1ccn2c(n1)OC1C(O)C(CO)OC12 (centres undefined)
  -0.6, .
> Cc1sc(NC(=O)c2ccccc2)c(C(=O)N2CCCCC2)c1C
  -0.7, -1.3
> O=C(NCc1ccccc1Cl)C(=O)Nc1cccc(N2CCCCC2=O)c1
  -4.4, 2.0

# Some of the entries above, set out differently:
canonical_smiles: C[N+]1(CC(O)COC23CC4CC(CC(C4)C2)C3)CCCCC1 (centres undefined)
  Pf apPOL inh: -0.7
  mHTT CaM bind: 2.8
canonical_smiles: CCOc1ccc(CN2CCc3nc(Nc4ccc(OC)cc4)ncc3C2)cc1OC
  Pf apPOL inh: -5.3
  mHTT CaM bind: 20.0
canonical_smiles: O=C(c1ccc(F)cc1)N1CCC(CCNS(=O)(=O)c2cccc3cccnc23)CC1
  Pf apPOL inh: -4.3
  mHTT CaM bind: 44.6
canonical_smiles: COc1ccccc1CC(=O)O/N=C(\N)c1ccccn1
  Pf apPOL inh: -8.2
  mHTT CaM bind: i

# Next section.
# Second line of a record: Pf apPOL inh, mHTT CaM bind
> CCC(=O)N1CCc2c(C(=O)NC3CCCCCC3)cccc21
  -3.0, -5.2
> COc1ccc(NC(=O)N2CCn3cccc3C2C)cc1 (centres undefined)
  -2.6, 6.8
> O=C(Nc1ccc(Cl)cc1F)c1ccccc1Br
  4.5, -11.5
> O=C(Nc1ccc(N2CCCC2)c(Cl)c1)c1cccs1
  -10.4, 35.3
> Cc1cc(C)n2c(SCC(=O)Nc3c(Cl)cccc3Cl)nnc2n1
  -4.3&-3.7, -8.0&-5.7
> O=C1NC(=O)C(=Cc2ccc(OS(=O)(=O)c3cc(Cl)cc(Cl)c3)cc2)N1
  -4.9, .
> COc1ccc(-c2cc3ccc(O)c(CN4CCCCC4)c3oc2=O)cc1
  -202.3, -31.3
> Cc1cc(C)c(OCCN(C)C)c(Cl)c1
  -1.5, -4.0
> COC(=O)c1c(SC)nc(-c2ccccc2)[nH]c1=O
  -3.0, .
> CCc1cc(C2CCCN2C(=O)Nc2ccc(C)c(F)c2)on1 (centres undefined)
  -2.4, -1.4
> CCOC(=O)c1c(C(C)(C)C)oc2ccc(OCC(=O)OC(C)(C)C)cc12
  -4.1, -30.8

# Of the compounds above, 2 contain a nitro group on carbon.
# Second line of a record: Pf apPOL inh, mHTT CaM bind
> O=C1/C(=C/c2cc([N+](=O)[O-])cc(Br)c2O)Sc2ccccc21
  -6.9, 89.0*
> CC1=NN(c2cccc(Br)c2)C(=O)/C1=C/c1ccc(-c2cccc([N+](=O)[O-])c2)o1
  -5.1, 6.0
